Assay outcomes as filed in PubChem.
KLK7 zymogen act = activators of human kallikrein-7 zymogen | P49862 | activation, % at 7 µM | 370,000 tested, 0.9% active | purified proKLK7, EDANS-DABCYL substrate fluorescence; 100% is mature enzyme control, 0% vehicle;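 active = activation above the mean of all tested compounds plus 3 SD, computed per campaign excluding outliers beyond control limits, cut at about 13% in these data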
Target sequence (P49862 whole entry, looked up): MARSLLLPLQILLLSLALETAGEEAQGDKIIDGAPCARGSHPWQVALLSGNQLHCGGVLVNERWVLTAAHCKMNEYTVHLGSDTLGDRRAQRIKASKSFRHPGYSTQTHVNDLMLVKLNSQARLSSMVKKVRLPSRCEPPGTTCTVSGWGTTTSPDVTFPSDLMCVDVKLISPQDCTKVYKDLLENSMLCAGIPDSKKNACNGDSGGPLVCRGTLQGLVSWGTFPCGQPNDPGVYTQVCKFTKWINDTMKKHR
UHRF1 MBD2 ctr = blocks human UHRF1 binding to methylated DNA. inhibition, % at 4.4 µM. UHRF1 binding to methylated oligo, TR-FRET. Q96T88. AID 687016. 370,000 tested, 0.75% active; in the data active = inhibition above about 21%;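 note: UHRF1 SRA domain binding a hemimethylated CpG hairpin DNA probe; 0% = median of test compound wells and 100% = reference inhibitor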
Target sequence (Q96T88 whole entry, looked up, the tested form may be a part): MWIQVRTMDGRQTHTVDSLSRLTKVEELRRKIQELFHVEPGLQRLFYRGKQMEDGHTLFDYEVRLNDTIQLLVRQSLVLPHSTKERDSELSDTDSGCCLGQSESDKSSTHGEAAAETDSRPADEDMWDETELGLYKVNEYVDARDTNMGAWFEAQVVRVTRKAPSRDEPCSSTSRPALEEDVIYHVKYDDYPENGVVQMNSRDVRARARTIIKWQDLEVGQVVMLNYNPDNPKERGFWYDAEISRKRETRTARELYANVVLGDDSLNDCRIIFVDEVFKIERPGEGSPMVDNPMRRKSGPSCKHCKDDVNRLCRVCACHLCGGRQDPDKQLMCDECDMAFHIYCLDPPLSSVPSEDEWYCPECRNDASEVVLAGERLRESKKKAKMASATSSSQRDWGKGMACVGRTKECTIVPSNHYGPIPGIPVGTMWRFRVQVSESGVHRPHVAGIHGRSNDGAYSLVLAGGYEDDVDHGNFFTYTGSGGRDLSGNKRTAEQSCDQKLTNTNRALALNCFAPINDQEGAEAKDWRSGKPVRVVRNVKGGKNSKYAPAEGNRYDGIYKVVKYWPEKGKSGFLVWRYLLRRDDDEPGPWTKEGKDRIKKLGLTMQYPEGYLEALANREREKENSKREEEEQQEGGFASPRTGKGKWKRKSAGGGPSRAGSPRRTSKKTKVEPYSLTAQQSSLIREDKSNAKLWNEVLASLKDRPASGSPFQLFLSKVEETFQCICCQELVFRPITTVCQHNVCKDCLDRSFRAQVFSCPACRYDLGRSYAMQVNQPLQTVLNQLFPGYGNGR
PLC-gamma1 inh = inhibitors of human phospholipase C gamma1; purified PLC-gamma1, fluorogenic substrate, fluorescence; inhibition, % at 12.2 µM; 370,000 tested, 0.84% active; AID 720700; in the data active = inhibition above about 9.5%
ASAP1 inh = ASAP1 ArfGAP inhibition | ASAP1-stimulated ARF1 GTP hydrolysis, GDP FP detection | inhibition, % at 16.5 µM | 360,000 tested, 0.19% active | AID 624377; in the data active = inhibition above about 25%;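 note: 0% = vehicle with enzyme and substrate and 100% = no enzyme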
Rev-erbA mod = Rev-erb alpha (human) modulation; P20393; Rev-erbα–FITC-DNA binding, fluorescence polarization, 90 min; activity, % at 10 µM; 370,000 tested, 0.79% active;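 active = activity above about 14%, limit read from the data; passing the limit was not always enough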;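 note: 0% = DMSO wells with 35 nM protein and 100% = DMSO wells with 750 nM protein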
ARFGAP1 inhibitor = inhibitors of rat ARFGAP1 | inhibition, % at 16.5 µM | Q62848 | AID 651572 | Arfgap1-stimulated ARF1 GTP hydrolysis, GDP FP detection | 360,000 tested, 0.26% active;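 active = inhibition above a per-plate limit, mean inhibition of low control wells plus 3 SD, cut at about 25% in these data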;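 note: 0% = DMSO wells with enzyme and 100% = wells lacking Arfgap1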
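System: truncated rat Arfgap1 GAP domain / Medium: HEPES-based buffer, pH 7.5 / Also added: N-terminally truncated human ARF1-GTP substrate / Incubation: enzyme reaction 120 min at 25 °C after 20 min preincubation / Measured by: FP of antibody-bound GDP Alexa 633 tracer, ex 620/em 688 nm / Replicates: singlicate, each compound tested once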
Tn6 DDE FP = disrupts Tn6 cyclic peptide binding to fibrin D-Dimer-E complex; AID 720509; Fibrin DD(E) TRITC-Tn6 fluorescence polarization displacement; inhibition, % at 8.3 µM; P02675; 370,000 tested, 0.21% active;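 active = inhibition above a per-campaign cutoff: mean of compounds within control limits plus 3 SD, cut at about 15% in these data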;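 note: 0% = median of all compound wells on the plate and 100% = blocking peptide control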
PLC-beta3 inh = blocks human PLC-beta3 enzyme activity; Q01970; Purified PLC-beta3, fluorogenic substrate, fluorescence; inhibition, % at 12.2 µM; 370,000 tested, 0.18% active; AID 720704; in the data active = inhibition above about 11%;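 note: 0% = median of compound wells on plate and 100% = full blocker control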
HGIII-sPLA2 inh = Inhibits HGIII-sPLA2 liposome hydrolysis, primary screen; AID 743126; 370,000 tested, 0.56% active; QFRET BODIPY PC-A2 liposome hydrolysis, fluorescence; Q9NZ20; inhibition, % at 12.2 µM;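 active = inhibition above mean plus 3 SD of compounds lying within the high and low control bounds, cut at about 19% in these data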;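 note: 0% = median of test compound wells and 100% = no enzyme DMSO wells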
Tn7 DDE FP = disrupts Tn7 cyclic peptide binding to fibrin D-Dimer-E complex. AID 720508. 370,000 tested, 0.13% active. FP displacement of FITC-Tn7 peptide from fibrin DD(E); 0% = median of compound wells per plate. P02675. inhibition, % at 8.3 µM;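 active = inhibition above the mean of compounds falling within the control limits plus 3 SD of them, cut at about 14% in these data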;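 note: 0% = plate median of compound wells and 100% = 10 µM Aha-Tn7 peptide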
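Assay system: human fibrin DD(E) protein / Input: 2 µM fibrin DD(E) / Benchmarks: high control of 10 µM Aha-Tn7 peptide / Measured by: fluorescence polarization of the labelled Tn7 tracer / Medium: Tris buffer with calcium and detergent, pH 7.8 / Timing: 10 min compound pre-incubation, 3 h probe incubation at room temperature / Repeats: one replicate per compound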
* marks the source's active call; other numbers are inactive results; . = no result given.

SMILES | KLK7 zymogen act | UHRF1 MBD2 ctr | PLC-gamma1 inh | ASAP1 inh | Rev-erbA mod | ARFGAP1 inhibitor | Tn6 DDE FP | PLC-beta3 inh | HGIII-sPLA2 inh | Tn7 DDE FP
O=C(Nc1ccc(Oc2ccccc2)cc1)C1CC1 | 0.4 | -1.6 | 2.4 | -14.7 | -2.2 | -9.6 | 8.9 | -2.2 | 0.9 | -2.7
CN(CC(=O)Nc1ccccc1C(F)(F)F)C(=O)CC1OC(=O)c2ccccc21 (configuration not stated) | -0.4 | 1.3 | 0.8 | -0.8 | -9.4 | 8.1 | -8.1 | -6.7 | 4.6 | -6.7
C=CCNC(=O)c1cc2c(C(F)(F)F)nn(C)c2s1 | 0.1 | 3.0 | 1.5 | 3.5 | -2.8 | -1.2 | -5.1 | 4.4 | 9.3 | -0.6
CCOC(=O)NNC(=O)c1ccc(Cl)cc1 | -0.3 | -1.6 | -0.1 | -0.1 | -2.9 | 1.2 | 0.8 | 1.5 | -0.8 | -8.5
Oc1cc(O)c(CN2CCOCC2)cc1CN1CCOCC1 | -0.7 | 3.8 | -2.5 | 8.0 | 4.0 | 0.6 | -6.7 | -5.5 | 9.8 | 1.6
COc1ccc(-c2nc(N)sc2C2(O)C(=O)Nc3c(Br)cc(F)cc32)cc1OC (configuration not stated) | -0.2 | -1.3 | 3.0 | -15.0 | 1.2 | 0.9 | 1.9 | 0.3 | 3.6 | 4.7
Cc1cc(C)c(C)c(S(=O)(=O)Nc2ccc3cn[nH]c3c2)c1C | -0.8 | -4.8 | -3.3 | 11.4 | -0.8 | -1.0 | 2.5 | -5.5 | -55.7 | -4.9
Cc1ccc(-c2nc3ncccc3o2)cc1NC(=O)c1ccc2c(c1)OCO2 | -0.2 | -0.5 | 0.4 | -6.2 | 3.4 | -3.3 | -7.9 | -7.2 | 5.4 | -6.0
O=C1/C(=C\c2cccs2)N=C(c2cccs2)N1Nc1ccccc1 | 0.7 | -2.5 | 2.1 | 8.9 | -0.3 | -6.5 | 0.4 | 0.1 | -0.7 | -7.5
O=C(NCc1ccco1)C(c1ccccc1F)N(CC1CCCO1)C(=O)Cn1nnc2ccccc21 (configuration not stated) | 0.5 | -0.5 | -0.1 | 10.9 | -2.3 | -1.2 | -8.0 | 3.8 | -0.4 | -3.8
CN(C(=O)CCNC(=O)Cn1ccc2ccccc2c1=O)c1ccc(Br)cc1 | -0.2 | 3.3 | 3.9 | -14.5 | -4.0 | 13.6 | -2.3 | -3.1 | 1.9 | -8.3
O=C(CSc1ccc(Cl)cc1)NC1CCCc2ccccc21 (configuration not stated) | 0.2 | -0.1 | -0.1 | 1.1 | -2.6 | -5.8 | -2.0 | -1.7 | 2.1 | 8.2
O=C(c1ccco1)N1CCN(Cc2ccc(Br)cc2)CC1 | -0.3 | -1.7 | -0.6 | 6.1 | 3.8 | 4.4 | -5.1 | 1.4 | -5.1 | -6.4
CC(=O)N1CC[n+]2c(-c3ccc(Cl)cc3Cl)csc21 | 0.1 | 0.7 | -0.6 | -1.8 | -0.2 | 6.7 | -3.0 | 3.0 | -9.2 | -2.2
CCCc1cc(=O)[nH]c(SCc2cc(Cl)ccc2OC(F)F)n1 | -0.4 | 5.5 | -6.5 | 8.4 | -1.1 | -3.5 | -9.4 | -10.6 | -14.7 | -0.3
CCc1cccc(C)c1NC(=O)CN(C)S(=O)(=O)c1ccc(-c2ccc(=O)[nH]n2)s1 | -0.6 | -3.3 | 1.4 | -13.6 | -1.4 | -12.2 | -1.9 | -4.1 | -5.9 | -0.1
O=S(=O)(c1cccc(F)c1)N1CCC(CO)(Cc2cccc(F)c2)CC1 | 0.1 | -1.5 | 4.3 | 2.8 | -1.4 | -9.9 | -1.4 | -3.8 | -9.6 | 4.4
CC(=O)NC(C(=O)NCC(N)=O)C(C)C (configuration not stated) | -0.6 | 1.9 | -1.0 | -5.6 | -6.9 | -11.1 | 6.4 | -0.8 | 4.3 | 4.2
c1ccc(-c2csc3ncnc(NCCN4CCOCC4)c23)cc1 | 0.8 | 3.1 | 1.2 | 2.1 | 2.9 | -0.2 | -5.0 | 3.1 | 2.7 | -2.9
O=C(O)c1cccc2c3c([nH]c12)CCCC3 | 1.8 | 0.5 | -21.9 | 7.8 | -5.4 | -6.2 | -4.1 | -34.8 | 11.2 | 4.5
CCOC(=O)c1cc(-c2ccc([N+](=O)[O-])cc2)nc2c1c(=O)[nH]c(=O)n2Cc1ccccc1 | -0.3 | 1.1 | -1.3 | -16.7 | -27.7 | 7.5 | -1.8 | -0.1 | 8.7 | -0.2
Cc1ccc(C(=O)N2CCc3ccccc32)cc1[N+](=O)[O-] | 0.2 | -4.2 | 2.5 | -4.4 | -0.3 | 0.2 | -3.5 | -6.2 | -1.3 | 5.1
NS(=O)(=O)c1ccc(N2CCN(S(=O)(=O)Cc3ccccc3)CC2)nc1 | 0.2 | -0.1 | -2.0 | -12.8 | 2.0 | -6.5 | 1.6 | -1.5 | -3.6 | -1.6
O=C(Cn1nnc(-c2ccccc2)n1)NNC(=O)c1ccccc1 | 0.1 | 0.6 | 0.4 | -8.0 | -4.5 | -3.7 | 1.0 | -2.5 | -4.3 | 3.4
O=C(NCCc1ccccc1)c1c(O)c2ccccc2[nH]c1=O | -0.1 | 0.2 | 1.7 | 7.3 | -2.5 | -0.1 | 3.1 | -4.2 | -2.1 | -11.2
The list continues:
SMILES | KLK7 zymogen act | UHRF1 MBD2 ctr | PLC-gamma1 inh | ASAP1 inh | Rev-erbA mod | ARFGAP1 inhibitor | Tn6 DDE FP | PLC-beta3 inh | HGIII-sPLA2 inh | Tn7 DDE FP
COC(=O)c1ccccc1NC(=O)C(C)Oc1ccccc1 (configuration not stated) | 0.9 | 3.5 | 4.1 | -14.4 | 3.0 | -3.6 | 0.7 | 2.7 | 1.2 | 3.2
CC(Oc1cc2oc(=O)c3c(c2cc1Cl)CCC3)C(=O)NC1CC(C)(C)NC(C)(C)C1 (configuration not stated) | 0.0 | -4.2 | -3.7 | 7.3 | -5.0 | -12.6 | -4.0 | -10.6 | -2.6 | -4.3
CC1=C(C(=O)N(C)C)CC(CC(=O)NCc2ccco2)C(=O)N1CCC1=CCCCC1 (configuration not stated) | -0.2 | 4.6 | 5.0 | 3.2 | -7.5 | 4.0 | -6.4 | -4.3 | 6.8 | -2.7
COc1ccccc1C(=O)NCCCNC(=O)c1ccccn1 | -0.1 | 1.6 | -3.8 | -0.4 | 0.0 | -7.0 | 7.3 | -16.2 | 5.6 | 7.8
COC(=O)c1c(N)sc(Cc2ccccc2)c1C | -0.9 | 6.8 | -0.7 | -2.2 | 1.5 | -1.4 | 0.9 | -3.3 | 7.7 | -4.6
COc1ccc(OC)c(NC(=O)Cc2c(C(=O)O)n(C)c3ccccc23)c1 | 1.0 | -1.3 | 0.1 | 19.8 | 1.4 | 7.5 | 0.8 | -6.9 | -5.3 | -5.8
CCOC(=O)N1CCC(N2C(=O)c3ccccc3C2Nc2cc(C(=O)OC)cc(C(=O)OC)c2)CC1 (configuration not stated) | 0.2 | 2.1 | -22.4 | 8.3 | 0.6 | -0.2 | -6.6 | -33.8 | -5.9 | -4.2
O=C(NCc1cccnc1)C1CC(c2ccccc2Cl)=NO1 (configuration not stated) | -0.1 | 0.8 | -1.6 | -10.4 | -3.4 | 11.2 | -0.4 | -7.4 | 4.5 | -3.1
Cc1cc(C)cc(N(CC(=O)NCc2ccc(F)cc2)C(=O)c2snc(C(N)=O)c2N)c1 | -2.2 | -3.3 | -32.2 | 4.7 | -2.4 | 9.2 | -1.0 | -49.5 | -4.5 | -11.8
Cc1cc(C)cc(C(=O)Oc2cc(C)[nH]c(=O)c2[N+](=O)[O-])c1 | -0.2 | -0.5 | -0.8 | -10.1 | 2.8 | -10.3 | -4.9 | -4.6 | 0.6 | 8.1
COc1ccc(S(=O)(=O)N2CC(C)N(C(=O)N(C)C)C2C(C)C)cc1 (configuration not stated) | 0.5 | 0.4 | 1.4 | -1.6 | 3.2 | -6.6 | -3.2 | 0.1 | -0.3 | -2.3
Cn1c(C(=O)OCC(=O)NCc2ccco2)cc2sccc21 | -0.2 | -5.3 | 0.6 | 11.3 | 1.4 | -8.9 | 0.0 | -0.6 | -10.6 | -2.5
CCCN1CNc2c(c(=O)[nH]c(=S)n2CCc2cccc(Cl)c2Cl)C1 | . | 3.0 | -0.1 | . | 2.6 | . | 2.7 | -4.3 | 16.5 | 6.3
CCc1cccc(C)c1NC(=O)CCCN1C(=O)CN(C)C1=O | 0.2 | 0.5 | 0.9 | 12.1 | 6.5 | -1.7 | 6.1 | -6.2 | 8.5 | -7.8
CCN(CC)S(=O)(=O)c1ccc(N(C)C)c(NC(=O)CSCc2c(C)noc2C)c1 | 0.9 | -2.5 | 2.2 | 0.5 | 1.3 | 6.8 | -6.3 | -4.8 | -6.4 | -7.2
CCN(CC)S(=O)(=O)c1ccc(Oc2ccccc2)c(N)c1 | -0.1 | 1.6 | -0.9 | -3.9 | -3.9 | -17.2 | 3.3 | -4.2 | -2.9 | -1.5
COC(=O)[C@]12C[C@H](CC(=O)N3CCC(c4ccccc4)CC3)C(=O)N(Cc3ccco3)C1=C[C@H](C1CCCC1)O[C@@H]2C | 0.3 | -1.1 | -3.8 | . | 3.7 | . | -6.3 | 0.8 | -11.1 | 1.9
Cc1cccc(N2CCN(C(=O)c3ccc(Cl)c(S(=O)(=O)NCc4ccco4)c3)CC2)c1C | 0.4 | -2.4 | -2.3 | 4.4 | 3.5 | -8.8 | 8.8 | -3.1 | -15.3 | 5.5
O=C(NNC(=S)Nc1ccc(Cl)cc1Cl)c1ccc(N2CCOCC2)c([N+](=O)[O-])c1 | -0.3 | -1.7 | 4.2 | 7.0 | -3.6 | 2.5 | 8.1 | 0.2 | 24.1* | 5.2
Cc1nc2scc(-c3cccs3)c2c(=O)[nH]1 | -0.4 | 10.1 | 0.4 | -7.8 | -6.4 | -1.6 | -7.9 | -1.3 | 0.9 | 3.4
CCn1c(COc2cccc3cccnc23)nnc1SCC(=O)OC | -1.0 | 2.2 | -30.5 | 10.6 | 4.0 | 4.0 | 1.1 | -37.8 | 13.2 | 2.3
O=C(N[C@@H](Cc1ccccc1)C(=O)OCc1ccccc1)c1nc[nH]c1C(=O)N1CCN(c2ccccc2)CC1 | 0.1 | -1.9 | -2.8 | -1.0 | -0.6 | -8.0 | -0.5 | -3.8 | -2.0 | -0.4

Copied from the list.
Result for O=C(N[C@@H](Cc1ccccc1)C(=O)OCc1ccccc1)c1nc[nH]c1C(=O)N1CCN(c2ccccc2)CC1 under ASAP1 inh: -1.0
Result for O=C(NCc1cccnc1)C1CC(c2ccccc2Cl)=NO1 (configuration not stated) under Rev-erbA mod: -3.4
